Compound activity as filed in PubChem.
N370S GC mod: inhibits or activates N370S mutant glucocerebrosidase; P04062; N370S GC spleen homogenate, 4MU-glucoside fluorescence; Potency, µM (doses to about 59.4 µM), inactives show top-dose activity change, negative = inhibition, actives largely listed as inhibitors; hit rate 0.092% among 330,000;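 also: 0% = full enzyme activity and -100% = no enzyme basal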
TDP1 inh: inhibitors of human tyrosyl-DNA phosphodiesterase TDP1 | Q9NUW8 | recombinant TDP1, AlphaScreen DNA substrate cleavage | Potency, µM (top dose mostly 130 µM), without a hit: at the top dose activity change, negative = inhibition, hits mostly inhibitors | hit rate 0.28% among 350,000 | AID 485290; also: nearly all actives have a fitted effect of over 40% in size
Target sequence (Q9NUW8 whole entry, looked up): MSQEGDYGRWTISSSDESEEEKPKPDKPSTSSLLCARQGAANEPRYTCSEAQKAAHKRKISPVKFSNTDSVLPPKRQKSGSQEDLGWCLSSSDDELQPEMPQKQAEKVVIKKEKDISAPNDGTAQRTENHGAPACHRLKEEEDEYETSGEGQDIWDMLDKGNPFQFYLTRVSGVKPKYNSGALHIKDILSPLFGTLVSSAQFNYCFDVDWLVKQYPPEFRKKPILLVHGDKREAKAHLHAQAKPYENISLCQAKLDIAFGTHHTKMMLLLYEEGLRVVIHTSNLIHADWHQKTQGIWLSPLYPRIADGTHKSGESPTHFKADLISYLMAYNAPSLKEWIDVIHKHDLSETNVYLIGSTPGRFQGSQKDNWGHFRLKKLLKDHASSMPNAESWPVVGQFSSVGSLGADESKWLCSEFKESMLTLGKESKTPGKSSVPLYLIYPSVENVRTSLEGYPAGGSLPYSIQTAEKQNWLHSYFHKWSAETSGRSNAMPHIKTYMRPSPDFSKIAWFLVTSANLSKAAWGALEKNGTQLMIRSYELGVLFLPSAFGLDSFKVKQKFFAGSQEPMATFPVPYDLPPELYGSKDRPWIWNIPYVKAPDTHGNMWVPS
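Compounds were preincubated with Tdp1 (1 nM final) for 15 min at room temperature before substrate (15 nM final) started a 5 min reaction; beads (10 ug/ml final) were then added for 10 min before AlphaScreen detection.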
DT40 TDP1 no CPT: qHTS for Inhibitors of human tyrosyl-DNA phosphodiesterase 1 (TDP1): qHTS in cells in absence of CPT. Potency, µM (titrated, usually from 46.2 µM), without a hit: at the top dose activity change, negative = growth inhibition, most hits filed as inhibitors. AID 686978, 2013. DT40 Tdp1-/- hTDP1 cells, no CPT, ATP luminescence, 48 h. hit rate 15% among 420,000; also: nearly all actives have a fitted effect of over 55% in size
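Seeded 400 DT40-hTDP1 cells/well (vehicle DMSO, no 20 nM CPT); pinned compounds; ≥48 hr at 37 °C; CellTiter-Glo luminescence as viability measure.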
The depositor's hits bear a star; ? = inconclusive; . = not tested or not shown; & = joins results of further samples; [ ] = dose if it differs, or a comment. Calls follow the shape of the dose curve; as a rule, active = well fitted curve in the direction sought with a large enough effect; inconclusive = small, poorly fitted or top-dose-only effect, or another doubt; inactive = no such curve, though single readings can be large; an effect the other way counts as inactive or inconclusive. Unless noted, % is scaled to controls: 0 for no effect and ±100 for the full control effect; potency is read from the fitted curve at half-maximal effect. A portion of the library; rates above refer to the full screens.

SMILES	N370S GC mod	TDP1 inh	DT40 TDP1 no CPT
O=C(CCC1CCCC1)N[C@@H](Cc1ccc(O)cc1)C(=O)O	?	3%	2%
COCC(C)n1c(SCC(=O)Nc2oc(C)c3c(C)n[nH]c(=O)c23)nc2ccccc2c1=O (stereo not drawn)	-3%	3%	-19%
Cc1csc(NC(=O)C2CCC(C)(C(=O)O)C2(C)C)n1 (stereo not drawn)	2%	3%	-1%
COc1ccc(C(=O)N[C@H](C(=O)NCc2cccs2)C(C)C)cc1	2%	-3%	3%
CCC(=O)c1ccc(OCC(=O)N2CCc3cc(OC)c(OC)cc3C2)cc1	-13%	7%	-27%
Cc1cccc(-c2nc(CNC(=O)c3ccco3)cs2)c1	2%	3%	0%
COc1ccc(-c2ccnc(SCC(=O)c3ccc(Cl)cc3)n2)cc1	5%	-2%	?
O=C(N/N=C/c1ccc(OC2CSC2)cc1)c1ccccc1	-6%	3%	-7%
c1ccc(Cn2c(-c3ccccc3)nc3nc4ccccc4nc32)cc1	16%	-13%	23µM*
O=C(NCCCN1CCOCC1)c1cc(-c2cccc(Br)c2)nc2ccccc12	-11%	4%	?
Cc1csc(/C(=N/OC(=O)c2ccco2)C(N)=O)n1	1%	4%	-20%
Clc1nc(Oc2ccccc2)nc(-c2cn(-c3ccccc3)c3ccccc23)n1	-1%	1%	-14%
C=CCOc1ccc(/C=N\NC(N)=S)cc1	9%	6%	?
CC1(NC(=S)Nc2ccc3ccccc3c2)CCS(=O)(=O)C1 (stereo not drawn)	-7%	-2%	-1%
CCOc1ccccc1Nc1nc2c(S(=O)(=O)c3ccc(C)cc3)nnn2c2ccsc12	.	0%	?
O=c1c2ccccc2ncn1CCCOc1ccccc1[N+](=O)[O-]	2%	7%	?
CCc1ccc2c(CN3CCOCC3)cc(=O)oc2c1	0%	1%	-1%
Cc1ccc(CCNC(=O)c2ccc(Cn3c(=O)c4cccn4c4cccnc43)cc2)cc1	.	-5%	?
Cc1ccc(-c2noc(-c3ccccc3C(=O)N3CCN(C)CC3)n2)cc1	-10%	3%	?
COc1ccc(NC(=O)Cc2nnc(SCC(=O)NC3CCCCC3)n2C)cc1	-2%	13%	-23%
O=C(CN1C(=O)COc2ccccc21)Nc1ccccc1F	2%	.	-11%
CCOC(=O)N1CCN(C(=S)NC(C)(C)C)CC1	17%	2%	?
CCOC(=O)c1c(C)[nH]c(C)c1S(=O)(=O)N(C)CC(=O)N1CCN(c2ccccc2OC)CC1	.	0%	?
CCNc1nc(OCCNS(=O)(=O)c2cc(C)ccc2C)nc(N(C)C)n1	0%[2.35 µM]	5%	?
O=C(CSc1nc(-c2ccco2)cc(C(F)(F)F)n1)Nc1ccccc1C(F)(F)F	-9%	-4%	?
CSc1nc2c(c(=O)[nH]c(=O)n2C)n1Cc1ccc(Cl)cc1	-5%	.	?
CC1(C)CC(CC(=O)Nc2ccccn2)C(=O)O1 (stereo not drawn)	0%	2%	7%
O=C(Nc1ncccn1)c1cccs1	0%	1%	-87%
O=C(CSc1cccc[n+]1[O-])Nc1ccc2c(c1)OCO2	-1%	2%	?
CCOC(=O)c1ccc(NC(=O)c2cccc(S(=O)(=O)N3CCOCC3)c2)cc1	4%	2%	12µM*
O=C(OCC(=O)N1CCN(c2ccccc2)CC1)c1cccs1	2%	-4%	-23%
N#Cc1ccc(Cl)cc1NC(=O)CNc1cccc(S(=O)(=O)N2CCCC2)c1	-22%	1%	?
O=C(CSc1ccc2nnc(-c3cccnc3)n2n1)c1ccccc1	7%	6%	-27%
CC(/C=C/c1ccccc1F)=N\NC(=O)c1ccccc1	-16%	4%	?
Cc1ccc(S(=O)(=O)N2CCOCC2)cc1C(=O)N1c2ccccc2Sc2ccccc21	10%	5%	23µM*
COc1ccc(/C=N/NC(=O)c2cc(-c3ccccc3)nc3ccccc23)c(C(=O)O)c1OC	-3%	.	-23%
CC(C)(C)C1CCc2c(C(=O)NNC(=O)CCCC(=O)O)csc2C1 (stereo not drawn)	10%	5%	?
COCCNc1nc(-c2cccc(NS(C)(=O)=O)c2)nc2ccccc12	-6%	.	?
COC(=O)c1nn(-c2ccc(OC)cc2)c(=O)c2c(N)sc(C)c12	-16%	9%	16µM*
NC(=O)CC[C@@H]1NC(=O)[C@H](CO)NC(=O)c2cc([N+](=O)[O-])cc(I)c2NCCCC[C@@H](C(N)=O)NC(=O)[C@H](Cc2ccc(O)cc2)NC1=O	-2%	0%	-3%
O=C(CCc1nc(-c2ccccc2F)no1)NCCN1CCc2ccccc2C1	7%	4%	?
CN(Cc1ccc(OC(F)F)cc1)C(=O)/C=C/c1ccc(S(=O)(=O)N2CCOCC2)cc1	.	0%	?
COc1cccc(C2=CC(=O)C[C@H](c3ccc4c(c3)OCO4)C2)c1	.	1%	?
CCC(C)(C)NC(=O)C1CCCN(S(=O)(=O)c2ccc3c(c2)CC(C)N3C(=O)C2CC2)C1 (stereo not drawn)	-8%	2%	-11%
O=C1c2ccccc2C(=O)N1CC(O)CNc1ccc(Br)cc1 (stereo not drawn)	-17%	0%	16%

Entries of single compounds as entered above. Order of screens: N370S GC mod | TDP1 inh | DT40 TDP1 no CPT
COCCNc1nc(-c2cccc(NS(C)(=O)=O)c2)nc2ccccc12 in the list: -6% | . | ?
CC(C)(C)C1CCc2c(C(=O)NNC(=O)CCCC(=O)O)csc2C1 (stereo not drawn) in the list: 10% | 5% | ?
O=C(CSc1ccc2nnc(-c3cccnc3)n2n1)c1ccccc1 in the list: 7% | 6% | -27%

Following part
SMILES	N370S GC mod	TDP1 inh	DT40 TDP1 no CPT
Cc1ccc(C)c(NS(=O)(=O)c2ccc(OCC(=O)NCC3CCCO3)cc2)c1 (stereo not drawn)	-11%	5%	?
CC1CCN(C(=O)C2CCCN(S(=O)(=O)c3ccc4c(c3)CC(C)N4C(=O)C3CC3)C2)CC1 (stereo not drawn)	5%	.	?
CN(C)CC1CCn2c(c(C3=C(c4cn(C)c5ccccc45)C(=O)NC3=O)c3ccccc32)C1 (stereo not drawn)	-15%	13%	.
CC(Oc1ccc(Cl)cc1Cl)C(=O)Nc1ncccn1 (stereo not drawn)	8%	6%	-13%
Cc1ccc(-c2ccc(C(=O)NCCCNC(=O)c3cnccn3)o2)cc1Cl	-11%	.	?
O=C(CSc1ccccc1C(=O)N1CCN(c2ccc([N+](=O)[O-])cc2)CC1)N1CCCC1	.	1%	15µM*
COc1ccc(-c2cc(C(=O)N3CCc4ccccc4C3)no2)cc1	22%	5%	?
CCOc1ccccc1NC(=O)COc1coc(CN2CCc3ccccc32)cc1=O	3%	0%	?
CCN(Cc1ccccc1)C(=O)Cn1c(=O)n(-c2ccccc2)c(=O)c2c1c1cc(C)ccc1n2C	.	0%	3.7µM*
Cc1cc(OCC(=O)Nc2ccncc2)ccc1Cl	-6%	1%	?
CCc1noc(N)c1C(=O)Nc1ccc(F)c(Cl)c1	3%	0%	-21%
Cc1c(C)n(Cc2ccc(Cl)cc2)c2ccc(C(=O)NCCc3ccc(S(N)(=O)=O)cc3)cc12	.	8%	26µM*
CC(CCC#N)[N+](=O)[O-] (stereo not drawn)	10%	3%	.
Cc1occc1C(=O)N1CCCC(N2CCN(c3cccc(Cl)c3)CC2)C1 (stereo not drawn)	4%	5%	?
COc1ccccc1N1CCN(C(=O)c2cc(-c3ccc(F)cc3)on2)CC1	-6%	-6%&-3%	?
COc1ccc(-n2nnnc2Sc2ccc(S(=O)(=O)N3CCOCC3)cn2)cc1	-20%	8%	-12%
O=C(O)CCC/C=C\C[C@@H]1CO[C@H](C(F)(F)F)O[C@@H]1c1ccccc1O	-25%	4%	-4%
COc1ccc(C2C(C#N)=C(C)NC(C)=C2C#N)c(OC)c1	-3%	-3%	9%
CCC1=C(c2ccc(C)cc2)S(=O)(=O)N=C1N1CCC(C(=O)NCc2ccccc2Cl)CC1	.	2%	?
CCc1cccc(NC(=O)Cn2cc(C(=O)c3ccncc3)c(=O)c3cc(C)c(C)cc32)c1	.	7%	?
CC(=O)c1ccc(NC(=O)Cn2ncc3c4ccccc4n(Cc4ccccc4)c3c2=O)cc1	.	0%	-16%
O=C(COc1ccc(/C=N/NS(=O)(=O)c2ccccc2)cc1)Nc1ccccc1	3%	5%	-2%
COc1ccc(N2CCN(S(=O)(=O)c3c(C)nc4sccn4c3=O)CC2)cc1	1%	.	-30%
COc1ccc(CCNC(=O)CN(c2cccc([N+](=O)[O-])c2)S(C)(=O)=O)cc1OC	6%	1%	-1%
N/C(=N\OC(=O)c1cc([N+](=O)[O-])ccc1Cl)c1ccccn1	-4%	.	18µM*
CCC(=O)N1c2ccccc2CC1C(=O)NCCCN1CCN(c2ccc(F)cc2)CC1 (stereo not drawn)	.	1%	?
COc1cc(C(=O)Nc2nc3ccc(S(C)(=O)=O)cc3s2)cc(OC)c1C	-12%	6%	?
O=C(Nc1ccc(F)cc1)c1ccc(C(=O)N2CCOCC2)cc1	-4%	-2%	-11%
CCOC(=O)c1[nH]c2ccccc2c1NC(=O)CC	7%	3%	-15%
CCOC(=O)N1CCN(Cc2nc(Cc3cccc(F)c3)no2)CC1	11%	4%	2%

Sorted by molecular weight (lowest first): some entries from above
SMILES	N370S GC mod	TDP1 inh	DT40 TDP1 no CPT
CCOC(=O)c1[nH]c2ccccc2c1NC(=O)CC	7%	3%	-15%
CCOC(=O)N1CCN(Cc2nc(Cc3cccc(F)c3)no2)CC1	11%	4%	2%
COc1cc(C(=O)Nc2nc3ccc(S(C)(=O)=O)cc3s2)cc(OC)c1C	-12%	6%	?
O=C(COc1ccc(/C=N/NS(=O)(=O)c2ccccc2)cc1)Nc1ccccc1	3%	5%	-2%
COc1ccc(N2CCN(S(=O)(=O)c3c(C)nc4sccn4c3=O)CC2)cc1	1%	.	-30%
COc1ccc(-n2nnnc2Sc2ccc(S(=O)(=O)N3CCOCC3)cn2)cc1	-20%	8%	-12%
CCC(=O)N1c2ccccc2CC1C(=O)NCCCN1CCN(c2ccc(F)cc2)CC1 (stereo not drawn)	.	1%	?

The list continues:
SMILES	N370S GC mod	TDP1 inh	DT40 TDP1 no CPT
Cc1ccccc1C(=O)Oc1ccccc1C(=O)N1CCOCC1	-7%	0%	-17%
CCS(=O)(=O)c1ccc(C(=O)Nc2cccc(Cl)c2)c(Cl)c1Cl	-18%	5%	21µM*
CCOc1ccc(C(O)Cn2c(=N)n(CCN3CCCCC3)c3ccccc32)cc1 (stereo not drawn)	1%	-2%	23µM*
CCc1ccc(Nc2nc(N3CCOCC3)nc(N3CCOCC3)n2)cc1	3%	2%	?
COC(=O)CN1CC(=O)c2ccccc2S1(=O)=O	-3%	17%	.
Fc1ccc(Nc2nc(-c3cccnc3)cs2)cc1	0%	1%	1%
CN(C)Cc1c(C(=O)N/N=C/c2cccs2)nnn1-c1nonc1N	6%	.	-13%
CC(C)CC1c2[nH]c3ccccc3c2CCN1CCCn1cccn1 (stereo not drawn)	-2%	.	?
O=C(NCC1CCCN1S(=O)(=O)c1cccs1)c1ccc([N+](=O)[O-])cc1 (stereo not drawn)	-1%	.	?
Cc1cc(NC(=O)CSCc2ccccc2)no1	-18%	0%	-4%
Cc1ccccc1Cn1c(=O)n(CC2CCC(C(=O)N3CCOCC3)CC2)c(=O)c2sccc21 (stereo not drawn)	.	1%	?
COCCN(CC(=O)NC1CCCCC1)C(=O)CSc1nc2ccccc2o1	0%	5%	-12%
Cc1ccsc1/C=N/NC(=O)Cc1cc(=O)[nH][nH]1	-19%	3%	16%
CCS(=O)CC(=O)Nc1c(-c2ccccc2)oc2ccccc2c1=O (stereo not drawn)	1%	.	-8%
CCOC(=O)C(NC(=O)CC)(Nc1sc2c(c1C(=O)OC)CCN(C)C2)C(F)(F)F (stereo not drawn)	26%	1%	1%
COc1ccc(/C=N/NC(=O)c2ccccc2O)cc1Cn1cc(Cl)cn1	2%	3%	-18%
CCCNc1c(NS(=O)(=O)c2ccc(Cl)s2)c(=O)oc2ccccc12	28%	1%	-4%
Cn1c(SCC(=O)Nc2sccc2C(N)=O)nc2ccccc2c1=O	.	-6%	?
CC1CN(c2nc3ccccc3nc2C(C#N)C(=O)NC2CCCCC2)CC(C)O1 (stereo not drawn)	-11%	-1%	.
Cc1cc(N2CCOCC2)ncc1[N+](=O)[O-]	1%	3%	-5%
CC(C)OCCCN(C)C1CCN(S(=O)(=O)c2csc(C(N)=O)c2)CC1	0%	3%&-3%	24%&-1%
CCc1ccc2[nH]c(=O)c(C3C(C#N)=C(N)Oc4c3ccc3cccnc43)cc2c1 (stereo not drawn)	-6%	10%	8.2µM*
Cc1ccc(O)c(C2=Nc3ccccc3C2(C)C)c1	-8%	?	?
Cc1ccc2nc(-c3cccc(SC4CCCCC4)c3)c(NCc3ccccc3)n2c1	.	1%	18µM*
